# Screening results as filed in PubChem.
# AID2073 – disruptors of CaV2.2 binding to Mint1 – biochemical, HTRF (AID 2073) | HTRF protein-protein interaction, Mint1-CaV2.2; higher % means a stronger effect | inhibition, % at 20 µM, or IC50 in µM where a hit was titrated | 290,000 compounds, 0.19% hits; in the data active means inhibition mostly above about 51%, no sharp cut-off; inconclusive means no clear call, values can overlap the other calls; inactive means mostly below about 53%; further: some results filed as inactive read as strong as hits
# HIV fusion peptide – inhibitors of HIV fusion peptide binding, primary screen, biochemical, uHTS, fluorescence dequenching (AID 1986); one-dose inhibition, % at 20 µM; IC50 in µM for titrated hits; cell-free peptide binding, fluorescence dequenching, 30 min; higher % means a stronger effect; 290,000 compounds, 0.3% hits; in the data active means inhibition mostly above about 52%, no sharp cut-off; inactive means mostly below about 76%; further: some results filed as inactive read as strong as hits
# Rac1 GTP hydrolysis – MgcRacGAP GTPase-activating activity inhibitors, confirmation, biochemical, ADP Hunter fluorescence | MgcRacGAP-stimulated Rac1 GTP hydrolysis, ADP Hunter fluorescence; higher % means a stronger effect; GST-tagged Rac1 F28L mutant substrate | inhibition, % at 30 µM, or IC50 in µM where a hit was titrated | 340,000 compounds, 0.6% hits | AID 624330;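 active means first-screen hits whose inhibition reached a set limit at any dose in the follow-up dose series; inconclusive means inhibition above the set first-screen limit but never retested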;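 further: fluorescence reports GDP produced by GAP-driven GTP hydrolysis; strong numbers were not always called active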
# XIAP antagonists – XIAP antagonists, biochemical, IAP family, fluorescence polarization (AID 1018); XIAP BIR domain, fluorescence polarization peptide displacement; higher % means a stronger effect; one-dose displacement, % at 20 µM; IC50 in µM for titrated hits; 200,000 compounds, 0.007% hits; in the data active means displacement above about 50%; further: a part of the inactive calls stands beside numbers as strong as those of hits
# RSV CPE inhibition – RSV antiviral activity via CPE protection, HEp-2 cells, primary 10 µM value included (AID 2391); HEp-2 cells, RSV-induced CPE inhibition; higher % means a stronger effect; CPE inhibition, % at 10 µM, or IC50 in µM where a hit was titrated; 310,000 compounds, 0.13% hits; in the data active means a potency from the dose series; inconclusive means CPE inhibition mostly from about 23% at the one dose, without a potency; inactive means the rest, 99 in 100 with CPE inhibition below about 21%; further: strong numbers were not always called active
# SIAH1 antagonists – blockers of Siah-1 interaction with plectin peptide – biochemical, fluorescence polarization, rhodamine-plectin, uHTS, primary screen (AID 1817); Siah-1 / rhodamine-plectin peptide fluorescence polarization; higher % means a stronger effect; displacement, % at 20 µM, or IC50 in µM where a hit was titrated; 290,000 compounds, 0.02% hits;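 active means displacement of at least 50% at 20 µM, with a fluorescence ratio check between 0.3 and a set limit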;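 further: plate controls were Siah plus tracer with DMSO for no effect and tracer alone without Siah for full effect; strong numbers were not always called active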
# NS5 inhibitors – flavivirus cap methylation enzyme inhibition – biochemical, confirmation dose response, primary screen (AID 588689); Dengue-2 NS5 methyltransferase capping enzyme assay, biochemical; higher % means a stronger effect; inhibition, % at 25 µM; hits with a dose series show IC50 in µM; 340,000 compounds, 0.3% hits; in the data active means a potency from the dose series; inconclusive means inhibition above about 29% without an active follow-up result
# Large T inhibition – SV40 large T antigen inhibitors, biochemical (AID 1903); SV40 large T antigen ATPase/helicase inhibition assay; higher % means a stronger effect; inhibition, % at 20 µM; hits with a dose series show IC50 in µM; 310,000 compounds, 0.39% hits; in the data active means a potency from the dose series; inconclusive means inhibition mostly from about 32% at the one dose, without a potency; inactive means the rest, 99 in 100 with inhibition below about 32%; further: strong numbers were not always called active
# LYP inhibition – inhibitors of LYP phosphatase, biochemical, fluorescence intensity, uHTS (AID 1779). recombinant LYP phosphatase, fluorescence intensity; higher % means a stronger effect. inhibition, % at 11.5 µM, or IC50 in µM where a hit was titrated. 290,000 compounds, 0.054% hits; in the data active means inhibition above about 50%;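 further: plate controls were vehicle with enzyme for no effect and no enzyme for full effect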
# An asterisk follows results filed as active; ? = inconclusive; / = no result given.
SMILES,AID2073,HIV fusion peptide,Rac1 GTP hydrolysis,XIAP antagonists,RSV CPE inhibition,SIAH1 antagonists,NS5 inhibitors,Large T inhibition,LYP inhibition
CN(C)CCCn1cnc2c(c1=N)C(c1ccccc1)c1ccc3ccccc3c1O2 (stereo not drawn),1%,-2.1%,20%,/,-2.0%,0%,-5%,10%,-17%
COc1ccc(NC(=O)COC(=O)CNS(=O)(=O)c2ccc(F)c(F)c2F)cc1OC,1%,1.3%,9%,-5.8%,0.2%,-2%,-4%,16%,-5%
Cc1c(CCOC(=O)C23CC4CC(CC(C)(C4)C2)C3)sc[n+]1CC(=O)c1ccccc1,4%,-0.5%,-31%,-2.2%,12%,7%,-11%,/,-4%
COC(=O)C[n+]1cccc2ccccc21,0%,78%*,-14%,-3.2%,0.0%,-7%,?,16%,-4%
O=C(NCC1CCCN1S(=O)(=O)c1cccs1)c1ccccc1F (stereo not drawn),/,/,0%,/,2.2%,/,-1%,22%,/
CCC(C)NC(=O)CS(=O)Cc1nc(-c2cccc(C)c2)oc1C (stereo not drawn),-8%,-0.3%,3%,-1.9%,1.5%,-2%,-3%,3%,-2%
COc1cc(/C=N/Nc2ccc(C(F)(F)F)cn2)ccc1O,-8%,-3.4%,36µM*,5.0%,1.9%,2%,-11%,?,10%
O=C(Nc1ccc2nc(-c3ccc(Br)o3)[nH]c2c1)c1cccs1,-6%,-1.4%,11%,-4.7%,50%,8%,-7%,0%,-2%
COc1ccc(/C(N)=N/OC(=O)CSc2ccc(C)cc2)cc1OC,4%,-1.6%,2%,-0.1%,4.9%,0%,-1%,19%,-4%
O=C(O)C1C2CCC(O2)C1C(=O)Nc1ccc(OC(F)F)cc1 (stereo not drawn),8%,-0.9%,-13%,/,6.0%,4%,0%,29%,-6%
O=C(O)CCn1c(SCc2cc(=O)n3ccccc3n2)nc2ccsc2c1=O,-7%,0.2%,2%,-14%,1.0%,8%,1%,10%,-3%
COc1ccc(NC2=C(Cl)C(=O)N(CCc3ccccc3)C2=O)cc1,-6%,1.3%,6%,-7.5%,0.8%,4%,-5%,3%,-2%
CN1CCN(c2nc(-c3ccccn3)nc3ccccc23)CC1,-9%,-0.6%,10%,-15%,-0.5%,0%,-2%,-4%,-5%
CCOC(=O)C1CCCN(c2nc3ccccc3nc2C(C#N)C(=O)NCc2ccccc2)C1 (stereo not drawn),18%,10%,14%,-0.6%,2.7%,-4%,10%,2%,3%
O=C1/C(=C\c2ccco2)SC(=S)N1Cc1ccccc1,21%,66%,2%,-6.9%,10%,-1%,-13%,16%,3%
CC1CCN(C(=O)/C(=C\c2ccco2)NC(=O)c2ccccc2)CC1,4%,-0.6%,4%,/,4.6%,-2%,-4%,19%,-8%
O=C(Nc1ccc(Br)c(C(F)(F)F)c1)c1ccccc1,9%,2.9%,1%,-0.7%,13%,4%,-1%,6%,2%
Cc1cccc(C)c1NC(=O)CSc1nnnn1-c1ccc(C(=O)O)cc1,43%,6.1%,10%,-8.7%,2.6%,-2%,-4%,6%,-11%
Cn1c(NN)nc2ccccc2c1=O,8%,-2.2%,1%,-3.6%,-1.0%,2%,-7%,-4%,-7%
CCc1cc(/C(Cc2csc(C)n2)=N/O)c(O)cc1O,42%,-1.7%,28µM*,-2.6%,0.7%,-1%,-8%,26%,0%
O=C(COc1ccc(Br)cc1)NCCCNC(=O)c1cnccn1,1%,-0.8%,6%,/,0.3%,-1%,-8%,3%,-8%
O=C(COc1ccc2ccc(=O)oc2c1)N1CCN(C(=O)C2COc3ccccc3O2)CC1 (stereo not drawn),0%,-0.3%,9%,/,3.6%,0%,-4%,5%,-6%
COc1ccc(Oc2ncnc3c2oc2ccc(Br)cc23)cc1,-4%,-1.9%,7%,-0.6%,1.3%,-2%,6%,/,-13%
COC(=O)c1c(NC(=O)c2ccc(C)cc2)sc(Cc2ccccc2)c1C,21%,4.2%,2%,-0.6%,2.9%,1%,1%,1%,9%
CCOc1cc(C(=O)N2CCN=C2SC)cc(OCC)c1OCC,-6%,-1.6%,4%,-3.2%,2.5%,-1%,-1%,1%,-1%

# Record cards, as listed above. Screens in order: AID2073, HIV fusion peptide, Rac1 GTP hydrolysis, XIAP antagonists, RSV CPE inhibition, SIAH1 antagonists, NS5 inhibitors, Large T inhibition, LYP inhibition
# COC(=O)c1c(NC(=O)c2ccc(C)cc2)sc(Cc2ccccc2)c1C as listed: 21%, 4.2%, 2%, -0.6%, 2.9%, 1%, 1%, 1%, 9%
# CC1CCN(C(=O)/C(=C\c2ccco2)NC(=O)c2ccccc2)CC1 as listed: 4%, -0.6%, 4%, /, 4.6%, -2%, -4%, 19%, -8%
# COc1ccc(NC(=O)COC(=O)CNS(=O)(=O)c2ccc(F)c(F)c2F)cc1OC as listed: 1%, 1.3%, 9%, -5.8%, 0.2%, -2%, -4%, 16%, -5%
# O=C1/C(=C\c2ccco2)SC(=S)N1Cc1ccccc1 as listed: 21%, 66%, 2%, -6.9%, 10%, -1%, -13%, 16%, 3%

# Next section:
SMILES,AID2073,HIV fusion peptide,Rac1 GTP hydrolysis,XIAP antagonists,RSV CPE inhibition,SIAH1 antagonists,NS5 inhibitors,Large T inhibition,LYP inhibition
COc1cc(C(=O)Nc2cc(Cl)ccc2C)c(-n2cnnn2)cc1OC,0%,2.9%,0%,-5.0%,0.6%,3%,-4%,-6%,-2%
O=C(CSc1ccccc1)Nc1nnc(C2CC2)s1,2%,-0.9%,3%,/,1.4%,-5%,1%,-1%,-5%
CCCCc1ccc(N=N/C(C(=O)Nc2ccccc2OC)=C(/C)O)cc1,4%,0.6%,2%,-17%,6.9%,2%,4%,4%,2%
C/C(O)=C(\C#N)c1nc2ccccc2[nH]1,-4%,1.1%,6%,-5.3%,0.3%,3%,-2%,1%,-3%
Cc1c(NC(=O)CSCc2ccco2)c(=O)n(-c2ccccc2)n1C,6%,-0.6%,7%,/,0.1%,-6%,-2%,-3%,-16%
CCCc1cc(C(=O)Cc2ccc(C(=O)OCC)o2)c(O)cc1O,5%,8.9%,0%,-4.1%,13%,-3%,-24%,24%,2%
Cc1cccc(N(CC(=O)NC2CCCCC2)C(=O)CCC(=O)Nc2ccccn2)c1,4%,-2.0%,/,-0.2%,0.3%,-1%,/,/,-1%
COc1cccc(CN2CCNC(=O)C2CC(=O)NCCn2cccn2)c1OC (stereo not drawn),-12%,1.9%,5%,-4.1%,0.0%,18%,8%,3%,-10%
O=C(CSc1nnc(COc2ccccc2)o1)NC1CC2CCC1C2 (stereo not drawn),14%,0.5%,4%,/,1.2%,10%,3%,6%,-6%
CC(C)c1ccc(NC2CCCN(C(=O)CCN3CCCCC3=O)C2)cc1 (stereo not drawn),9%,1.2%,10%,/,1.2%,0%,-8%,17%,-3%
Cc1ccc(C)c(OCCCC(=O)O)c1,4%,1.6%,-7%,-4.4%,0.5%,-2%,-2%,3%,-6%
Cc1ccc(C(=O)OCC(=O)N2CCC(Cc3ccccc3)CC2)cc1N,20%,0.4%,9%,-6.0%,-3.5%,17%,-3%,10%,2%
ClCc1cc2ccccc2nc1Cl,1%,0.0%,6%,-12%,-1.6%,6%,7%,13%,4%
O=C(COc1ccccc1)N=C1SC2CS(=O)(=O)CC2N1c1ccc(F)cc1 (stereo not drawn),-5%,1.4%,-6%,/,1.3%,2%,-8%,8%,-13%
CC(C)(C)c1ccc(C(=O)C2CCCN(C(=O)CN3CCCC3=O)C2)cc1 (stereo not drawn),0%,0.7%,12%,-2.6%,1.9%,0%,5%,3%,-4%
Cc1ccc(/C=C/C(O)=C2/C(=O)N(C)C3(C)CC2c2ccccc2O3)cc1 (stereo not drawn),4%,0.7%,4%,-3.0%,7.0%,-1%,-1%,7%,6%
Cc1ccc(C2OCC3(CO2)COC(c2ccc(C)cc2)OC3)cc1 (stereo not drawn),29%,-1.2%,8%,-5.6%,1.1%,-3%,0%,3%,-2%
Cc1ccc(NC(=O)c2ccc(=O)[nH]n2)cc1C,28%,-1.2%,4%,/,13%,-3%,-7%,10%,-14%
COc1ccc(C2C(C#N)=C(N)Oc3c2ccc2cccnc32)cc1OC (stereo not drawn),6%,-2.4%,10%,-4.6%,6.3%,11%,2%,0%,-6%
O=C(COC(=O)c1cccc(C(=O)OCC(=O)NC2CC2)n1)NC1CC1,2%,-0.1%,3%,-3.9%,2.8%,6%,-10%,2%,-5%
CC1C(=O)Nc2ccc(S(=O)(=O)Nc3ccccc3Br)cc2NC1=O (stereo not drawn),6%,1.6%,3%,/,0.6%,-2%,-1%,15%,-15%
CC(C)CNC(=O)CCCSc1nc2ccccc2[nH]1,0%,-1.6%,1%,-14%,-0.5%,1%,-4%,4%,-10%
CC(=O)c1cccc(NS(=O)(=O)c2ccc(-c3cnc(C4CC4)o3)cc2)c1,10%,-0.7%,11%,/,0.8%,1%,-2%,7%,-6%
CCN1C(=O)c2cccc3cccc1c23,20µM*,-1.1%,0%,0.8%,?,0%,8%,9%,-12%
NC(=O)COc1ccc(NC(=O)c2ccccc2-c2ccccc2)cc1,0%,-1.0%,13%,-1.2%,0.8%,3%,2%,-5%,-8%

# A few values from above:
# Large T inhibition with `O=C(O)CCn1c(SCc2cc(=O)n3ccccc3n2)nc2ccsc2c1=O` → 10%
# AID2073 with `Cc1ccc(C)c(OCCCC(=O)O)c1` → 4%

# (next part)
SMILES,AID2073,HIV fusion peptide,Rac1 GTP hydrolysis,XIAP antagonists,RSV CPE inhibition,SIAH1 antagonists,NS5 inhibitors,Large T inhibition,LYP inhibition
COc1ccc(/C=N/Nc2ncnc3c2[nH]c2ccc(C)cc23)c(OC)c1OC,20%,-1.9%,/,/,0.4%,-1%,/,4%,-16%
Cc1ccc(NC(=O)COC(=O)Cn2nc(C)c([N+](=O)[O-])c2C)c([N+](=O)[O-])c1,-2%,-2.9%,3%,-6.2%,1.9%,2%,-12%,3%,-4%
O=C(Nc1ccc2[nH]ccc2c1)c1cccs1,-1%,1.1%,9%,/,/,-2%,-9%,17%,-5%
O=C(NCc1cccc(Cl)c1)c1cccc(C(F)(F)F)c1,0%,0.9%,0%,-6.3%,1.8%,-2%,-4%,0%,0%
CN(C)C(=O)c1cn(CCC#N)nc1-c1ccc2ccccc2c1,7%,-0.6%,4%,/,1.0%,-9%,1%,-1%,-5%
Cc1ccc2c(cnn2C(=O)CCC(=O)NC2CCCC2)c1,0%,-0.2%,1%,/,4.7%,2%,1%,10%,-11%
COC(=O)c1sccc1NC(=O)c1ccc(C(C)C)cc1,1%,-0.9%,-8%,/,3.1%,-7%,-6%,19%,-5%
Cc1nc(CN2CCCC2=NC#N)n(-c2ccccc2)n1,-2%,0.2%,-1%,-6.2%,0.4%,1%,-6%,7%,24%
CC(C)Oc1ccc(N2CC(C(=O)Nc3ccccc3F)CC2=O)cc1 (stereo not drawn),0%,0.8%,6%,4.0%,1.2%,0%,/,4%,3%
Cc1cc(C)nc(SCc2ccc(C(=O)N/N=C/c3ccc(C(=O)O)cc3)cc2)n1,7%,7.9%,0%,-3.4%,0.1%,8%,3%,26%,9%
COc1ccc(NC(=O)CS(=O)c2cccc(Cl)c2)cc1 (stereo not drawn),9%,-1.0%,9%,/,0.2%,2%,-6%,15%,-13%
